# Compound activity: PubChem, National Center for Advancing Translational Sciences (NCATS)
# POLH inh: blocks human DNA polymerase eta activity; Q9Y253; recombinant Pol eta, fluorescent DNA replication assay; Potency, µM (top dose mostly 114 µM), for inactives: at the top dose activity change, negative = inhibition, actives largely listed as inhibitors; hit rate 1.2% among 390,000; AID 588591; further: on the % scale 0 is the no-effect control and ±100 the full control effect
#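 Fluorescent replication assay: 50 nM final substrate added after a 15 min room-temperature compound preincubation with 10 nM enzyme. Signal taken at 0 min and again at 10 min.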
# JMJD2A Tudor inh: inhibitors of human JMJD2A Tudor domain; O75164; AlphaScreen JMJD2A-Tudor / H3K4me3 peptide binding; Potency, µM (top dose mostly 114 µM), for the others: at the highest dose activity change, negative = inhibition, hits mostly inhibitors; hit rate 4.4% among 390,000; AID 504339; further: on the % scale 0 is the no-effect control and ±100 the full control effect; nearly all actives have a fitted effect of over 50% in size
# POLK inh: DNA polymerase kappa (human) inhibition; Q9UBT6; purified Pol kappa, fluorescent DNA synthesis assay, 10 min; Potency, µM (series often up to 107 µM), for the others: at the highest dose activity, negative = inhibition, usual class: inhibitors; hit rate 0.53% among 400,000; AID 588579; further: on the % scale 0 is the no-effect control and ±100 the full control effect
#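 Pol kappa 10 nM + cpd, 15 min RT; start w/ substrate 50 nM final; fluorescence kinetic read, 0 and 10 min. Neg ctrl: buffer, no enzyme.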
# APE1 inh: APE1 (human) endonuclease inhibition | recombinant APE1, TAMRA/BHQ-2 abasic DNA cleavage fluorescence | Potency, µM (series often up to 65.8 µM), inactives show at the top dose activity change, negative = inhibition, usual class: inhibitors | hit rate 0.35% among 350,000 | AID 2517;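 further: plate controls were vehicle for no effect and reference inhibitor for full effect; nearly all actives have a fitted effect of over 55% in size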
#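 Substrate: short duplex with […] THF abasic site, 5'-TAMRA and 3'-BHQ-2, 50 nM final. APE1 at 0.75 nM, preincubated 15 min RT with compound. Fluorescence increase from first to third read measured activity.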
# POLB inh: inhibitors of human DNA polymerase beta | Pol beta primer extension/strand displacement, fluorescence kinetic | Potency, µM (series often up to 114 µM), for inactives: at the top dose activity change, negative = inhibition, actives largely listed as inhibitors | hit rate 1.3% among 340,000 | AID 485314; further: on the % scale 0 is the no-effect control and ±100 the full control effect
#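 Homogeneous kinetic assay of primer extension and strand displacement by 10 nM Pol beta, preincubated 15 min at room temperature with compound before 50 nM substrate (final) was added. Read at 0 and 10 min; four-parameter Hill fit.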
# BLM inh: inhibitors of human Bloom syndrome helicase BLM | P54132 | recombinant BLM DNA unwinding, fluorescence dequenching | Potency, µM (top dose mostly 56.1 µM), for the others: top-dose activity change, negative = inhibition, most hits filed as inhibitors | hit rate 0.2% among 350,000;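 further: plate controls were vehicle for no effect and no enzyme for full effect; nearly all actives have a fitted effect of over 35% in size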
# Target sequence (P54132 whole entry, looked up): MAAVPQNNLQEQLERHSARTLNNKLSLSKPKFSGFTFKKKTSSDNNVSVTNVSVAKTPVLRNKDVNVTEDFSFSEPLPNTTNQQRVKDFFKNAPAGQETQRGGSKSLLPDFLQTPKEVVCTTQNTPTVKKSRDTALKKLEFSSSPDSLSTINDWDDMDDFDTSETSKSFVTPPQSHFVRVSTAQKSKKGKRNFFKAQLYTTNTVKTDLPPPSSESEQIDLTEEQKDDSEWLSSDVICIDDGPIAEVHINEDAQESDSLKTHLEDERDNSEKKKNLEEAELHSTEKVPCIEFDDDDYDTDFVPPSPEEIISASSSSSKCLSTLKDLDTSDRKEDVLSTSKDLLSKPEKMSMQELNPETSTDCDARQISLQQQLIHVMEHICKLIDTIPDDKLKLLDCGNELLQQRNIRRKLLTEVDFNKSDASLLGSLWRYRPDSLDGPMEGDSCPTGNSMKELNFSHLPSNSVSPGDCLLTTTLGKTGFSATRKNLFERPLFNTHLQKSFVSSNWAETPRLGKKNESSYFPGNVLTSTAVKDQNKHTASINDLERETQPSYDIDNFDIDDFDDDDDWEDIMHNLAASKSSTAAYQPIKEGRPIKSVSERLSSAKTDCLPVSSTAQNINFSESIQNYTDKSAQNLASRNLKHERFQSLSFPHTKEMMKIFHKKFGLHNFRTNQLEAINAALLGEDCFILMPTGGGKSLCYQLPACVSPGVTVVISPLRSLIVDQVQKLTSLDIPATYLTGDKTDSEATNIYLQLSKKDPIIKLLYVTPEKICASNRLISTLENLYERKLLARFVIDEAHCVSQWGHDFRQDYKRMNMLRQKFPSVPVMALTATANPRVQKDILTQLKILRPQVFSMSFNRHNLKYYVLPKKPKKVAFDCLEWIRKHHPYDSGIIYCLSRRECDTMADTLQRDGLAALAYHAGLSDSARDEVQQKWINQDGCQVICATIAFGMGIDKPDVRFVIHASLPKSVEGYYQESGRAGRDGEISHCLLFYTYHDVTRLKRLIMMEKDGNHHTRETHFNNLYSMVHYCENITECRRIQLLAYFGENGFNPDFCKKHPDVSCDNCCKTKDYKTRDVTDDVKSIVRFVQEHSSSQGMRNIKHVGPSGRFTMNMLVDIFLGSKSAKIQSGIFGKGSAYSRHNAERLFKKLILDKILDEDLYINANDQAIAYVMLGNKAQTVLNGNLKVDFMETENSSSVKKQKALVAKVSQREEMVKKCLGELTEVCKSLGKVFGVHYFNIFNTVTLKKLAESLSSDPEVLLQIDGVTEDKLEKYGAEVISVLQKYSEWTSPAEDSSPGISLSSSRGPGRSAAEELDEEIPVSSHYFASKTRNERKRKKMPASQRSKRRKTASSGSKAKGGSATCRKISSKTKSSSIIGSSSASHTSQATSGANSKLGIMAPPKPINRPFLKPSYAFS
# BAZ2B block: BAZ2B (human) inhibition; Q9UIF8; AlphaScreen BAZ2B-H3K14Ac peptide displacement; Potency, µM (top dose mostly 114 µM), inactives show top-dose activity change, negative = inhibition, hits mostly inhibitors; hit rate 4.4% among 360,000; further: on the % scale 0 is the no-effect control and ±100 the full control effect; nearly all actives have a fitted effect of over 60% in size
#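 AlphaScreen displacement of biotin-H3(5-23)K14Ac peptide (50 nM final) from BAZ2B (50 nM final) in PBS pH 7.4, 0.01% Tween-20; complex preformed 30 min RT, then compounds (top 110 uM) 30 min RT, beads 20 min dark.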
# G9a inh: blocks human histone lysine methyltransferase G9a; Q96KQ7; G9a H3K9 monomethylation, AlphaScreen, 2 h; Potency, µM (titrated, usually from 102 µM), for inactives: at the highest dose activity, negative = inhibition, hits mostly inhibitors; hit rate 8.8% among 350,000; further: on the % scale 0 is the no-effect control and ±100 the full control effect; nearly all actives have a fitted effect of over 75% in size
#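 G9a (20 nM) was preincubated 15 min with compound, then reacted 2 h at room temperature with 500 nM biotin-H3K9 peptide and 20 µM SAM. Monomethyl-H3K9 detected by AlphaScreen using anti-H3K9me1 antibody.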
# Pol iota inh: blocks human DNA polymerase iota activity; AID 588590; hit rate 1% among 390,000; Potency, µM (series often up to 115 µM), for inactives: top-dose activity, negative = inhibition, most hits filed as inhibitors; Pol iota fluorescent replication assay, 10 min; Q9UNA4
#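 Fluorescent replication assay read twice, at 0 min and 10 min after adding 50 nM (final) substrate. Enzyme (10 nM) and compounds were first incubated 15 min at room temperature; enzyme-free buffer wells were negative controls.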
# Numbers without * were called inactive; ? = inconclusive; / = not tested or not shown; [ ] = another dose, or the depositor's remark. The call rests on the fitted dose curve; in most records, active means well fitted curve in the direction sought with a large enough effect; inconclusive means small, poorly fitted or top-dose-only effect, or another doubt; inactive means no such curve, though single readings can be large; an effect the other way counts as inactive or inconclusive. Potency means the concentration at half of the fitted maximal effect.
# Start of the listing, in advance:
[1] CN(Cc1ccccc1)C(=O)c1cccc(NC(=O)C2CCCN(C(=O)OC(C)(C)C)C2)c1 (stereo not given)
[2] Cc1ccc(C(=O)n2nc(C)c(S(=O)(=O)N3CCOCC3)c2C)cc1C
[3] CCOC(=O)c1cc(-c2ccc(F)cc2)n(CC(=O)NC2CCCCC2)c1C
[4] O=C(Nc1ccccc1N1CCCC1)c1ccc(Br)o1
[5] CSc1nc(N)nc2c1ncn2CC(=O)N1CCN(Cc2c(C)cc(C)cc2C)CC1

assay / entry,1,2,3,4,5
POLH inh,-20%,1%,-1%,-7%,-12%
JMJD2A Tudor inh,-11%,-15%,-5%,?,?
POLK inh,-7%,-18%[60.1 µM],-2%[60.1 µM],0%,1%
APE1 inh,10%,/,/,1%,-3%
POLB inh,/,29%,-29%,1%,/
BLM inh,/,-6%,4%,-3%,/
BAZ2B block,/,-15%,7%,?,/
G9a inh,/,8%[59 µM],0%[59 µM],4.5µM*,/
Pol iota inh,32%[activator],-3%,16%,-2%,17%

# The list itself, previewed entries included:
[1] CN(Cc1ccccc1)C(=O)c1cccc(NC(=O)C2CCCN(C(=O)OC(C)(C)C)C2)c1 (stereo not given)
[2] Cc1ccc(C(=O)n2nc(C)c(S(=O)(=O)N3CCOCC3)c2C)cc1C
[3] CCOC(=O)c1cc(-c2ccc(F)cc2)n(CC(=O)NC2CCCCC2)c1C
[4] O=C(Nc1ccccc1N1CCCC1)c1ccc(Br)o1
[5] CSc1nc(N)nc2c1ncn2CC(=O)N1CCN(Cc2c(C)cc(C)cc2C)CC1

assay / entry,1,2,3,4,5
POLH inh,-20%,1%,-1%,-7%,-12%
JMJD2A Tudor inh,-11%,-15%,-5%,?,?
POLK inh,-7%,-18%[60.1 µM],-2%[60.1 µM],0%,1%
APE1 inh,10%,/,/,1%,-3%
POLB inh,/,29%,-29%,1%,/
BLM inh,/,-6%,4%,-3%,/
BAZ2B block,/,-15%,7%,?,/
G9a inh,/,8%[59 µM],0%[59 µM],4.5µM*,/
Pol iota inh,32%[activator],-3%,16%,-2%,17%

[6] Cc1ccc(/C=N/NC(=O)C(O)c2ccccc2)o1 (stereo not given)
[7] Cc1ccc2c(c1)N(C(=O)CCC(=O)NCc1ccccc1F)CC(C)O2 (stereo not given)
[8] Nn1c(SCC(=O)Nc2ccccc2Oc2ccccc2)nnc1C1CC1
[9] Cc1ccc(N2CCN(c3nc4ccc(C)cc4n4nnnc34)CC2)c(C)c1
[10] Cc1ccc(C23CC4CC(CC(C(=O)N5CCOCC5)(C4)C2)C3)cc1

assay / entry,6,7,8,9,10
POLH inh,-18%,-15%,-13%,-13%,-12%
JMJD2A Tudor inh,-15%,-3%,-12%,20%,-13%
POLK inh,-10%,5%,-18%,3%,-6%
APE1 inh,6%,/,1%,/,-1%
POLB inh,7%,-9%,/,9%,1%
BLM inh,-1%,8%,/,-2%,-4%
BAZ2B block,4%,-13%,2%,3%,5%
G9a inh,/,-29%[59 µM],50µM*,16%[59 µM],?
Pol iota inh,11%,10%,31%[activator],32%[activator],1%

[11] C/C(CC(=O)Nc1ccc2c(c1)OCCO2)=N\NC(=O)c1cccc(O)c1
[12] CCN(C(=O)COC(=O)c1ccc2c(=O)n3c(nc2c1)CCC3)C1CCS(=O)(=O)C1 (stereo not given)
[13] CCCCN(C(=O)Cc1ccc2c(c1)OCCO2)c1c(N)n(CCC)c(=O)[nH]c1=O
[14] CCc1nc2oc3cc(OC)ccc3c(=O)c2c(=O)n1Cc1ccccc1
[15] Cc1ccc(CNC(=O)CCS(=O)(=O)c2ccc3c(c2)NC(=O)C(C)S3)cc1 (stereo not given)

assay / entry,11,12,13,14,15
POLH inh,-17%,3%,2%,-4%,-4%
JMJD2A Tudor inh,-21%,-5%,-3%,-7%,-24%
POLK inh,-11%,-21%,-4%,-12%,-2%
APE1 inh,-8%,-3%,9%,4%,19%
POLB inh,13%,0%,/,0%,0%
BLM inh,-2%,3%,/,-1%,-1%
BAZ2B block,-2%,-5%,-3%,9%,-17%[57.1 µM]
G9a inh,20%,3%,?,-6%,6%
Pol iota inh,70%[activator],154%[activator],1%,4%[58.9 µM],-12%

[16] O=C(NCc1nc2ccccc2[nH]1)c1cccc(S(=O)(=O)N2CCCCC2)c1
[17] O=C(NCC(c1ccc(F)cc1)N1CCOCC1)c1ccc(OCc2ccccc2)cc1 (stereo not given)
[18] CC(=O)c1cn(CC(=O)Nc2ccc(C)cc2)c2ccccc12
[19] CCN1C(=O)Cc2cc(S(=O)(=O)NCCc3ccccc3)ccc21
[20] Cc1cccc(NC(=O)N2CCCC2C(=O)Nc2ccccc2)c1 (stereo not given)

assay / entry,16,17,18,19,20
POLH inh,-9%,?,-9%,-5%,-7%
JMJD2A Tudor inh,-19%,-6%,-4%,-9%,-12%
POLK inh,-15%,-32%,5%,-4%,0%
APE1 inh,7%,28%,?,0%[12.4 µM],9%
POLB inh,16%,/,-17%,7%,1%
BLM inh,-6%,/,-6%,-3%,-3%
BAZ2B block,-13%,/,9%,4%,2%
G9a inh,?,/,13%[59 µM],-10%[59 µM],3%
Pol iota inh,126%[activator],?,?,32%[activator],90%[activator]

[21] O=S(=O)(c1ccccc1C(F)(F)F)N1CCN(S(=O)(=O)c2ccccc2C(F)(F)F)CC1
[22] Cc1ccc(NC(=O)c2c(C)oc3c2C2=NCCN2C=N3)cc1F
[23] Cc1ccc(C(=O)CN2CCN(c3ccccn3)CC2)c(C)c1
[24] COc1ccccc1-c1ccc2ncnc(NC3CCNCC3)c2c1
[25] CC(C)(C)c1csc(NC(=O)c2cccnc2)n1

assay / entry,21,22,23,24,25
POLH inh,-20%,9%,-17%,/,-13%
JMJD2A Tudor inh,-1%,-10%,-19%,/,-17%
POLK inh,-9%,0%,-21%,6%[60.1 µM],-1%
APE1 inh,5%,/,38%,10%,30%
POLB inh,13%,7%,?,/,3%
BLM inh,-2%,-7%,-1%,1%,-5%
BAZ2B block,?,-15%,-15%,/,?
G9a inh,3%,10%[59 µM],40µM*,-23%[0.501 µM],20%[59 µM]
Pol iota inh,8%[58.9 µM],-11%,19%,/,-3%

[26] CC(=O)Nc1ccc(S(=O)(=O)N2CCN(Cc3ccncc3)CC2)cc1
[27] O=C1CC(C(=O)Nc2ccc(C(=O)N3CCOCC3)cc2)C2(CCCCC2)O1 (stereo not given)
[28] Cc1ccc(-n2nnnc2-c2cnc(N3CCCC3)nc2C(F)(F)F)cc1
[29] COc1ccc(C/C(N)=N/OC(C)=O)cc1OC
[30] CC1(C)CC(=O)C2=C(C1)N(c1ccc(F)cc1)C(=O)NC2(C(F)(F)F)C(F)(F)F

assay / entry,26,27,28,29,30
POLH inh,6%,-6%,-17%,-13%,-1%
JMJD2A Tudor inh,-13%,0%,28%,-6%,-10%
POLK inh,-4%,1%,-6%,-2%,0%
APE1 inh,3%,-1%,-1%,-4%,2%
POLB inh,?,-4%,0%,5%,0%
BLM inh,0%,-1%,-9%,0%,0%
BAZ2B block,-5%,-2%,25%,7%,-19%
G9a inh,?,8%[59 µM],69%[activator][59 µM],2%[59 µM],4%
Pol iota inh,?,18%,-14%,14%,8%

[31] Cc1nc2nc[nH]n2c(=O)c1NC(=O)CCc1ccccc1
[32] Cc1cccc(N(C(=O)c2snc(C(N)=O)c2N)C(C(=O)NCC2CCCO2)c2ccc3ncccc3c2)c1 (stereo not given)
[33] C=CCn1c(Cc2nc3ccccc3[nH]2)n[nH]c1=S
[34] Cc1ccc(S(=O)(=O)N2CCCC(C(=O)NCc3ccccn3)C2)cc1 (stereo not given)
[35] CCN(CC)C(=O)C1CCCN(c2ccc([N+](=O)[O-])cc2/C=N/NC(=O)c2cccc(Br)c2)C1 (stereo not given)

assay / entry,31,32,33,34,35
POLH inh,-14%,?,-9%,5%,-14%
JMJD2A Tudor inh,6%,14%,8.9µM*,-17%,-24%[57.1 µM]
POLK inh,0%,-3%,-44%,-13%,-10%
APE1 inh,-2%,0%,0%,-11%,0%
POLB inh,39%,4%,6%,0%,3%
BLM inh,0%,-6%,-1%,-7%,1%
BAZ2B block,1%,-11%,?,1%,-6%
G9a inh,-9%[59 µM],14%,2µM*,?,-1%
Pol iota inh,3%,124%[activator],?,10%,12%

[36] O=c1c2c3nc4ccccc4nc3n(CC3CCCO3)c2ncn1CCc1ccccc1 (stereo not given)
[37] O=C(Nc1nnc(CCS(=O)(=O)c2ccc3ccccc3c2)s1)c1ccc([N+](=O)[O-])cc1
[38] Oc1cccc(/C=N/Nc2nn3cnnc3c3ccccc23)c1
[39] O=C1/C(=C/c2ccc(O)c([N+](=O)[O-])c2)SC(=S)N1Cc1ccccc1
[40] Cc1ccc2[nH]c(C(F)(F)F)cc(=O)c2c1

assay / entry,36,37,38,39,40
POLH inh,-4%,-17%,-8%,?,-10%
JMJD2A Tudor inh,6%,-4%,-24%,4µM*,5%
POLK inh,-7%,-1%,13%,-5%,4%
APE1 inh,-7%,-1%,-5%,?,1%
POLB inh,3%,3%,-13%,-3%,0%
BLM inh,-2%,-2%,-9%,-1%,-6%
BAZ2B block,5%,-15%,-6%,?,-9%
G9a inh,-2%[12.7 µM],-4%,2%[59 µM],3.5µM*,28%[59 µM]
Pol iota inh,14%,2%,14%,32%[activator],27%

[41] COc1ccc(NC(=O)CSCC(=O)Nc2ccc(S(=O)(=O)N3CCCCC3)cc2)cc1
[42] CS(=O)(=O)N(CC(=O)Nc1cccc(Br)c1)Cc1ccccc1
[43] CC(C)(C)NC(=O)C(c1ccco1)N(C(=O)Cn1nnc(-c2ccc(F)cc2)n1)c1ccccc1F (stereo not given)
[44] O=C(CSc1ccc(-c2ccccn2)nn1)Nc1nccs1
[45] N#C/C(=N\Nc1ccccc1F)C(=N)N1CCCCC1

assay / entry,41,42,43,44,45
POLH inh,-3%,-4%,-15%,-13%,1%
JMJD2A Tudor inh,-9%,-8%,-29%,2.5µM*,-26%
POLK inh,-12%,-11%,-22%,-14%,-8%
APE1 inh,-2%,10%,?,-1%,?
POLB inh,-1%,10%,-2%,-2%,-1%
BLM inh,-5%,-3%,-12%,4%,-4%
BAZ2B block,-3%,1%,-4%,-9%,?
G9a inh,?,?,-19%[59 µM],40%,?
Pol iota inh,18%,20%,-2%,-7%,11%

# Some of the compounds tested, so the mix of outcomes need not match the whole.
